NCI-60 one-dose screen, 48 h, at 10 µM unless noted. Numbers give growth in % (100 = growth as untreated, 0 = no growth, -100 = all killed).
HCT-15 = HCT-15 colon cancer | hit rate 5.2% among 82,000 | AID 1794746
HT29 = HT29 colon cancer | hit rate 7.4% among 81,000 | AID 1794748
SW-620 = SW-620 colon cancer. hit rate 5.2% among 82,000. AID 1794795
NCI-H322M = NCI-H322M lung cancer. hit rate 2.7% among 80,000
NCI-H226 = NCI-H226 lung cancer | hit rate 3.5% among 79,000 | AID 1794732
NCI-H460 = NCI-H460 lung cancer. hit rate 6.8% among 82,000
KM12 = KM12 colon cancer cells | hit rate 5% among 82,000 | AID 1794800
COLO 205 = COLO 205 colon cancer | hit rate 7.3% among 79,000
HCT-116 = HCT-116 colon cancer. hit rate 7.3% among 82,000. AID 1794798
Numbers without * were called inactive; . = not tested or not shown; & = joins results of further samples; [ ] = dose if it differs, or a comment. Rule for the calls: active = growth percent below 10; inactive = the rest.

SMILES	HCT-15	HT29	SW-620	NCI-H322M	NCI-H226	NCI-H460	KM12	COLO 205	HCT-116
N#Cc1c(N)nc2c(c(-c3ccc(Cl)cc3)nn2-c2ccccc2)c1C#N	99[100 µM]	106[100 µM]	107[100 µM]	104[100 µM]	97[100 µM]	97[100 µM]	103[100 µM]	117[100 µM]	95[100 µM]
COc1cc(Cl)cc(-c2nn(C(=O)NS(=O)(=O)c3cccc(Br)c3)cc2-c2ccncc2)c1	103	29	120	91	66	108	94	72	96
CCOC(=O)c1c2ccncc2n2c(=O)n(-c3ccc(Cl)cc3)nnc12	98	106	98	77	102	94	75	107	91
CCN(CC)CCNc1ccc(CO)c2oc3cc(Cl)ccc3c(=O)c12	81	53	71	97	96	88	99	68	59
COc1ccc(/C=C/C(=O)/C=C(/C=C/c2ccc(OC)c(OC)c2)OB(F)F)cc1OC	0.8*	3.0*	-22*	103	57	22	36	-23*	-46*
Cc1cccc(Cc2cccc(C)c2O)c1O	95	102	108	106	92	113	111	109	96
COc1cc(Br)c(C(=O)O)cc1OC	97	111	109	107	100	94	130	115	102
COc1cc(-n2cc(C#N)c(N)c2C(=O)c2ccc(F)cc2)cc(OC)c1OC	100	103	101	97	99	101	103	110	100
Cc1ccc(N2C(=O)C3C(C2=O)C2(c4ccccc4)C(=O)C3(c3ccccc3)C(c3ccccc3)=C2c2ccccc2)cc1 (stereo not drawn)	59	69	76	72	68	75	70	74	26
Cc1cccc(Cc2ccccc2C(=N)c2c(C)cccc2C)c1C	87	76	89	104	85	92	102	102	78
O=C1CCCCC1CCc1ccncc1 (stereo not drawn)	108	101	119	103	104	112	110	104	109
COc1ccccc1Nc1cc(NC(=O)CNc2cc(OC)c(Cl)c(OC)c2Cl)ncn1	106	83	104	96	94	103	91	112	98
C=C1C(=O)O[C@H]2[C@H]1CC/C(C(=O)Nc1ccc(OC)c(C(N)=O)c1O)=C\CC[C@@]1(C)O[C@@H]21	46	36	24	108	61	92	85	11	24
O=C(c1ccc(F)cc1)n1cc(-c2ccccc2)c(-c2ccccc2)c1	81	97	102	93	.	108	97	101	95
Cn1c(=O)[nH]c2nc(SCC(=O)c3ccc(Br)cc3)[nH]c2c1=O	100	108	100	102	.	107	97	110	97
CC1(C(Cl)(Cl)Cl)C=CC(=O)C(Cl)=C1 (stereo not drawn)	98	102	102	99	97	105	107	111	103
CCCCC(=O)OC1CCCCC1	107	103	103	101	101	108	109	113	98
COC(=O)/C(=C/c1ccc(/C=C(\NC(=O)c2ccccc2)C(=O)OC)cc1)NC(=O)c1ccccc1	99	102	105	101	102	114	118	115	100
COc1ccc([C@H]2c3[nH]c4ccccc4c3C[C@H]3C(=O)N(C4CCN(Cc5c(Cl)cccc5Cl)CC4)CC(=O)N23)c(OC)c1	92	103	95	94	93	99	97	109	93
O=C1N=C(c2c(-c3[nH]c(=O)c4ccccc4c3O)c(O)c3ccccc3c2O)C(=O)c2ccccc21	95	111	94	86	95	93	93	98	94
O=C1/C(=C/c2ccc(O)cc2)Oc2cc(O)ccc21	93	104	111	93	.	108	105	111	107
COc1ccc(Cn2c(Br)c3c(c2-c2ccccc2)CCc2sc(N)nc2-3)cc1	83	100	74	114	.	95	105	115	66
O=C(Nc1ccc(-n2ccc3c(NC(=O)c4ccccc4)ncnc32)cc1)c1cccc(C(F)(F)F)c1	20	22	29	63	71	10	30	52	22
Cc1cc(C)c(C)c(Br)c1C	96	100	103	109	107	106	101	121	113
O=S(=O)(Nc1cccnc1Sc1ccccc1)c1cc(Cl)ccc1Cl	106	116	109	99	89	105	103	108	106

(list continues)
SMILES	HCT-15	HT29	SW-620	NCI-H322M	NCI-H226	NCI-H460	KM12	COLO 205	HCT-116
Cc1ccc(NC(=O)N2CC(C)OC(C)C2)cc1[N+](=O)[O-] (stereo not drawn)	93	108	90	100	.	103	101	108	.
O=C(O)c1ccc2c(O)c3ccccc3c(O)c2c1	101	99	96	91	98	102	102	108	95
Cc1c(C(=O)/C=C/c2cc3ccccc3n3nnnc23)nnn1-c1ccc([N+](=O)[O-])cc1	101	110	102	102	105	108	107	112	112
O=C(COC(=O)c1cc(NS(=O)(=O)c2cccs2)ccc1O)Nc1ccccc1F	99	107	111	.	110	114	109	114	101
NS(=O)(=O)c1ccc(C(=O)N/N=C/c2c[nH]c3ccccc23)cc1	100	102	115	101	89	108	103	100	104
O=C1Nc2ccccc2/C1=C/c1cccn1CCCCCn1c2ccccc2c(=O)c2ccccc21	29	90	100	99	70	96	12	56	70
CC1(C)[C@H](O)CC[C@]2(C)[C@@H]1CC[C@@]13C[C@@H](CC[C@H]12)[C@H](C=O)C3	102	108	106	107	98	98	105	125	100
C=CCNC(=O)Cc1c(-c2ccccc2)oc2cc(OC)c(OC)c(OC)c12	103	106	101	98	115	98	107	110	97
Clc1ccc(C2=CSC3=NCCN23)cc1	96&108	90&83	99&93	86&104	98&101	99&100	102&90	102&104	85&97
O=C(O)/C=C\C(=O)Nc1ccccc1Cl	84	96	100	91	104	103	100	131	102
CCCCCCNC(=O)Oc1ccc(/C(=C(/C)c2ccc(OC)cc2)c2ccc(OCCN3CCCC3)cc2)cc1	17	14	63	86	97	55	82	76	31
N#Cc1cccc(-c2nc3ccccn3c2NCCN2CCOCC2)c1	105	93	96	87	94	99	89	.	90
CCOC(=O)NN(C(=O)OCC)N1CCOCC1	102	115	96	106	101	103	109	106	101
COc1ccc(/C=C2\SC(=S)N(CCCN3CCOCC3)C2=O)c(OC)c1	92	96	105	111	-99*	105	97	108	92
C=C(C=O)[C@@H]1CC[C@]2(C)[C@H](CC[C@@H]3[C@H]4[C@H]5OC(=O)[C@@]4(CCC5(C)C)CC[C@]32C)[C@@]1(C)CCC#N	68	94	103	108	85	102	91	113	79
Cc1n(Cc2ccc3ccccc3n2)cc[n+]1Cc1ccc2ccccc2n1	100	62	90	103	88	95	51	33	83
Nc1ccccc1NC1CCN(Cc2ccccc2)CC1	100	.	93	100	99	105	109	105	93
COCCOc1ccc(C(=O)Nc2ccc(C(N)=O)cc2)cc1	110	100	106	115	.	105	102	112	101
CSc1nc(NN)c(C#N)c(-c2cccs2)n1	94	105	101	82	78	94	42	100	97
CC1(C)OC2C(CO)OC(n3cnc4c(=S)nc[nH]c43)C2O1 (stereo not drawn)	102	106	105	106	96	103	99	106	103
CC(=O)NC(CCC(=O)O)C(=O)O (stereo not drawn)	112	111	106	102	102	106	102	109	110
NC1CCC(O)CC1C(=O)O (stereo not drawn)	93	100	95	95	101	112	100	102	105
COC(=O)[C@H]1[C@H](OC)[C@@H](OC(=O)/C=C/c2ccncc2)CC2CN3CCc4c([nH]c5cc(OC)ccc45)[C@@H]3C[C@@H]21 (stereo partly drawn)	76	69	74	78	74	92	94	79	61
CCS(=O)(=O)Nc1ccc(C(=O)CC2(O)C(=O)Nc3ccc(F)cc32)cc1 (stereo not drawn)	91	118	99	96	92	104	105	91	97
CSc1nc(Nc2cccc(NC(=O)/C(C#N)=C/c3c(Cl)cccc3Cl)c2)c(C#N)c(-c2cccc([N+](=O)[O-])c2)n1	29	49	38	86	65	72	78	76	36

(continued)
SMILES	HCT-15	HT29	SW-620	NCI-H322M	NCI-H226	NCI-H460	KM12	COLO 205	HCT-116
CCN1C(=O)N(CC)C2Nn3c(s/c(=C\c4ccccc4Br)c3=O)=NC21 (stereo not drawn)	19	4.8*	17	47	57	4.2*	7.5*	14	11
CCc1c(CO)c(-c2nc(C(=O)OC)cc3c2[nH]c2ccccc23)nc2cc(N(S(=O)(=O)c3ccc(C)cc3)S(=O)(=O)c3ccc(C)cc3)ccc12	115	136	105	108	101	109	99	122	106
CC1(CCO)Oc2ccccc2O1	99	114	107	98	107	108	105	106	98
CCNCc1ccc(O)c2ncccc12	28	96	33	38	62	20	29	81	22
C=C1CC[C@@H]2[C@]3(C)COC(c4cn[nH]c4-c4ccc(F)cc4)O[C@@H]3CC[C@@]2(C)[C@@H]1C/C=C1/C(=O)OCC1O (stereo partly drawn)	-57*	-2.4*	-61*	44	-83*	-63*	-44*	-39*	-89*
Cn1cc(NCCO[C@H]2Cc3cc4ccc(=O)oc4cc3OC2(C)C)c(C(N)=O)n1	95	105	106	103	98	106	110	112	108
O=C1CC(c2ccccc2)Sc2ccccc2N1 (stereo not drawn)	93	102	107	82	97	95	104	119	97
COc1ccccc1/C=C/C(=O)c1nnn(-c2ccc(Br)cc2)c1C	74	89	93	94	100	89	99	110	66
CC(C)(C)C(=O)C1C(=O)c2ccccc2C1=O	89&103	104&102	95&95	101&96	88&95	101&102	120&94	112&119	93&98
CC(N)CC1CCCCC1 (stereo not drawn)	101	100	94	92	101	104	94	108	96
Cc1nc(-c2ccc(Br)cc2)ccc1C(=O)N/N=C/c1ccc([N+](=O)[O-])cc1	69	72	75	78	80	71	78	98	64
O=C1Nc2cc(C(=O)N3CCOCC3)ccc2N2CCC[C@@H]12	102	88	102	100	108	108	100	110	96
COc1cc(NS(=O)(=O)c2ccc(NC3=C(Cl)C(=O)c4ncccc4C3=O)cc2)ncn1	105	118	105	116	104	112	112	123	110
CCCCCCCCCCCCNC1=C(Cl)C(=O)c2ccccc2C1=O	96	110	98	113	96	111	119	122	99
C1=C(c2ccccc2)C(c2ccc(OCCN3CCCCC3)cc2)Oc2ccccc21 (stereo not drawn)	23	2.0*	16	77	74	-20*	46	-55*	47
Nc1ccc(-c2nc(N)c3[nH]cnc3n2)cc1	110	108	112	117	94	111	126	120	94
O=S(=O)(Nc1ccc(I)c(Cl)c1)c1ccc(-c2cnc(C3CC3)o2)cc1	28	8.1*	15	46	42	13	32	12	27
O=C1CC[C@@H](C(=O)N[C@H]2CSSC[C@@H](C(=O)NCCc3ccccc3)NC(=O)[C@H](Cc3ccccc3)NC(=O)[C@@H]3CCCN3C(=O)[C@@H]3CCCN3C2=O)N1	102	102	102	115	87	101	105	119	96
CCOC(=O)CC(Cc1ccc2c(c1)OCO2)C(=O)OCC (stereo not drawn)	107	113	104	106	95	101	103	107	88
Cc1oc2nc[nH]c(=O)c2c1C(=O)/C=C/c1ccc([N+](=O)[O-])cc1	73	92	85	89	95	98	79	100	83
N#Cc1c(-c2ccc(Cl)cc2)cc(-c2ccc(Br)s2)[nH]c1=O	91	114	103	98	.	103	106	.	88
COc1cc(CNS(=O)(=O)c2ccc(C)cc2)ccc1OCc1cn(-c2ccc(Cl)c(Cl)c2)nn1	98	103	97	89	90	107	104	111	94
O=C(c1ccccc1)c1ccc(Sc2ccccc2)cc1	81	87	91	97	90	96	95	97	86
O=C(O)c1cc(Br)cc(Br)c1NS(=O)(=O)c1ccccc1	101	119	102	109	94	105	107	116	104
COc1ccccc1/C=C/C(=O)c1ccc(B(O)O)cc1	62	77	101	.	94	81	64	110	56

Exported in markdown: seven of the compounds above.
| molecule | HCT-15 | HT29 | SW-620 | NCI-H322M | NCI-H226 | NCI-H460 | KM12 | COLO 205 | HCT-116 |
| --- | --- | --- | --- | --- | --- | --- | --- | --- | --- |
| Cc1oc2nc[nH]c(=O)c2c1C(=O)/C=C/c1ccc([N+](=O)[O-])cc1 | 73 | 92 | 85 | 89 | 95 | 98 | 79 | 100 | 83 |
| CCOC(=O)CC(Cc1ccc2c(c1)OCO2)C(=O)OCC (stereo not drawn) | 107 | 113 | 104 | 106 | 95 | 101 | 103 | 107 | 88 |
| CCNCc1ccc(O)c2ncccc12 | 28 | 96 | 33 | 38 | 62 | 20 | 29 | 81 | 22 |
| CC1(CCO)Oc2ccccc2O1 | 99 | 114 | 107 | 98 | 107 | 108 | 105 | 106 | 98 |
| COc1cc(NS(=O)(=O)c2ccc(NC3=C(Cl)C(=O)c4ncccc4C3=O)cc2)ncn1 | 105 | 118 | 105 | 116 | 104 | 112 | 112 | 123 | 110 |
| COc1ccccc1/C=C/C(=O)c1ccc(B(O)O)cc1 | 62 | 77 | 101 | . | 94 | 81 | 64 | 110 | 56 |
| C=C1CC[C@@H]2[C@]3(C)COC(c4cn[nH]c4-c4ccc(F)cc4)O[C@@H]3CC[C@@]2(C)[C@@H]1C/C=C1/C(=O)OCC1O (stereo partly drawn) | -57* | -2.4* | -61* | 44 | -83* | -63* | -44* | -39* | -89* |

More entries:
SMILES	HCT-15	HT29	SW-620	NCI-H322M	NCI-H226	NCI-H460	KM12	COLO 205	HCT-116
CCOC(=O)c1sc(=S)[nH]c1C	107	106	113	107	93	115	113	122	102
COc1ccc(OC)c(/C=C2/C3=C([C@@H](c4cc(OC)ccc4OC)C(C#N)=C(N)O3)[C@H]3CCC2N3C)c1	95	77	102	94	102	95	96	.	81
O=C(CSc1nnnn1-c1ccccc1)c1cc2cc(Br)ccc2oc1=O	105	108	104	106	91	108	108	113	91
CC(C)OC(=O)CCCCCC1CCCCC1	103	105	106	119	105	104	108	119	116
NNC(=O)Cc1ccccc1	83	101	86	74	78	95	80	112	91
CC(=O)O[C@H]1CC[C@]2(C)[C@H]3CC=C4[C@@H]5CC(C)(C)CC[C@]5(C(=O)NCCCCNCCCN)CC[C@@]4(C)[C@]3(C)CC[C@H]2C1(C)C	101	108	105	100	98	99	99	117	93
COc1ccc(C(O)(CNC2CCCCC2)c2ccccc2)cc1 (stereo not drawn)	108	82	94	88	.	104	103	110	75
COC(=O)c1c(C)[nH]c2c3c(c(OC(C)=O)cc12)[C@H]1C[C@@H]2[C@@]4(C)CCCC(C)(C(=O)O)[C@@H]4CC[C@@]32C=C1C(C)C (stereo partly drawn)	64	109	99	88	.	42	78	123	64
N#Cc1c(-c2ccco2)nc(SCc2cccc(C(=O)O)c2)[nH]c1=O	103	121	105	105	106	114	105	123	111
COc1ccc(-c2cc(C(=O)N3CCC(Cc4ccccc4)CC3)nn2-c2ccc(S(C)(=O)=O)cc2)cc1OC	92	98	.	115	90	96	97	116	91
O=C(O)c1ccccc1Nc1cc(Cl)ccc1Cl	102	99	99	100	98	107	104	105	102
O=C(CCN1C(=O)/C(=C/c2ccccc2)SC1=S)Nc1ncc(Cc2ccccc2)s1	99	107	103	103	.	103	103	112	103

Screening results (PubChem)
